Bioassay records from PubChem.
FadD28 binding: M. tuberculosis FadD28 bisubstrate binding inhibition; FadD28 bisubstrate probe binding, fluorescence polarization; inhibition, % at 12.5 µM; 360,000 compounds, 0.22% hits; AID 588549; in the data active = inhibition above about 8.5%, passing the limit was not always enough
GDH-TPI counter: GDH-TPI coupled enzyme inhibition counter-screen | GDH-TPI coupled enzyme counterscreen, NADH absorbance | inhibition, % at 4.8 µM | 360,000 compounds, 1.2% hits; in the data active = inhibition above about 30%;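 note: 0% = DMSO wells and 100% = wells lacking the enzyme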
Yp Topo-I inh: Y. pestis Topo-I inhibition via cleavage products; activity, % at 10 µM; AID 504884; 360,000 compounds, 0.064% hits; Y. pestis Topo-I cleavage product accumulation, plate reader; in the data active = activity above about 50%, passing the limit was not always enough; note: inactives centre near 2
TcdB inh: inhibitors of Clostridioides difficile toxin B glycohydrolase; 350,000 compounds, 0.24% hits; AID 652162; inhibition, % at 9.99 µM; TcdB glycohydrolase enzymatic assay, plate reader; in the data active = inhibition above about 10%
PfHsp40 yeast: restores yeast growth despite PfHsp40 toxicity; growth rescue, % at 12.5 µM; 340,000 compounds, 0.68% hits; S. cerevisiae expressing PfHsp40, growth rescue, ATP luminescence; AID 504582; in the data active = growth rescue above about 28%, passing the limit was not always enough;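 note: yeast W303a lacking pdr1 and pdr3 grown in galactose medium; growth measured after three days at 30 °C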
Mtb BioA inh: blocks M. tuberculosis BioA enzyme activity. 360,000 compounds, 0.096% hits. purified M. tuberculosis BioA enzyme, plate reader. inhibition, % at 9.99 µM; in the data active = inhibition above about 40%
Mtb UGM inh: blocks M. tuberculosis UGM enzyme. purified UGM, fluorescence polarization probe displacement. inhibition, % at 10 µM. 320,000 compounds, 0.06% hits. AID 504406; in the data active = inhibition above about 10%, passing the limit was not always enough
Target sequence (P9WIQ1 whole entry, looked up): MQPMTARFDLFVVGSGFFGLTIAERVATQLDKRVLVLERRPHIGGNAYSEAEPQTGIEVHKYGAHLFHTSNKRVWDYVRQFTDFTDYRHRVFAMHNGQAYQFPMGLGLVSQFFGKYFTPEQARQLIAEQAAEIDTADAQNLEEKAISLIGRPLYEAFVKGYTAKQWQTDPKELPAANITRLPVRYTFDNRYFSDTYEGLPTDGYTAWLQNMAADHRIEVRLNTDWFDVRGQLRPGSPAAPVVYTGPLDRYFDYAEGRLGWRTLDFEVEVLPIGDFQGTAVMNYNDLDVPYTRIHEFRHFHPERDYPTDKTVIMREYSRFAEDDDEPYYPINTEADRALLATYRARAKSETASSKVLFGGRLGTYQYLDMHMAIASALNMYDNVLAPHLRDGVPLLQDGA
FBA Mtb inh: inhibitors of M. tuberculosis fructose-bisphosphate aldolase | purified M. tuberculosis FBA, fluorescence read-out | inhibition, % at 1 µM | 360,000 compounds, 2.3% hits | AID 588726; in the data active = inhibition above about 27%;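 note: 0% = vehicle and 100% = reference inhibitor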
Target sequence (P9WQA3 whole entry, looked up): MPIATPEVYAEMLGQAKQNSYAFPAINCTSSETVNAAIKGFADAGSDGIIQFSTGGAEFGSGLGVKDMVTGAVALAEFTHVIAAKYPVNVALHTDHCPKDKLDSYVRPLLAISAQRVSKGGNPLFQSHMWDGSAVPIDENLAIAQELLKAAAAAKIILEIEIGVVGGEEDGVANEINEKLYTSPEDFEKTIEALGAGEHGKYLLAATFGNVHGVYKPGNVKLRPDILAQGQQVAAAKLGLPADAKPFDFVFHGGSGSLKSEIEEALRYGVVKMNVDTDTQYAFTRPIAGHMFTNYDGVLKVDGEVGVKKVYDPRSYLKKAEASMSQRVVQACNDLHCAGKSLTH
Vc quorum ag: induces V. cholerae light production without autoinducers; V. cholerae BH1578 lux reporter, luminescence, 6 h; activation, % at 18.7 µM; 350,000 compounds, 0.16% hits; in the data active = activation mostly above about 9.7%, no sharp cut-off; note: not every result past the cut was called active; inactives centre near 0; reference of the scale not given here
The depositor's hits bear a star; i = inactive; / = no result given; & = joins results of further samples.

canonical_smiles	FadD28 binding	GDH-TPI counter	Yp Topo-I inh	TcdB inh	PfHsp40 yeast	Mtb BioA inh	Mtb UGM inh	FBA Mtb inh	Vc quorum ag
COc1cc2c(cc1OC)C(c1ccc(-c3cc(Cl)ccc3Cl)o1)=NCC2	1.1	14	-10	/	0.9	-0.7	1.2	0	i
CCC/C=N/NC(=O)CNC(=O)c1ccccc1Cl	-0.9	5	-6	2.0	-0.6	/	-3.1	0	-0.6
CC1=C(C(=O)OCC2CCCCC2)C(c2ccccc2F)NC(=O)N1 (stereo not drawn)	-0.9	-1	13	1.2	/	-1.1	-4.5	1	-0.8
CC(C)CN(C1CCS(=O)(=O)C1)S(=O)(=O)c1ccc(C(C)C)cc1 (stereo not drawn)	-3.3	3	19	1.7	0.4	-1.5	-1.3	0	1.8
CC1(C(=O)Nc2cccc3ncccc23)CCN1C(=O)Cc1ccc(-c2ccccc2)cc1 (stereo not drawn)	-4.9	-2	30	1.2	/	0.5	/	-2	-0.5
O=c1c2c(nc3nc(CCc4ccccc4)[nH]n13)CCC2	-0.2	13	-4	/	0.8	-4.1	1.6	1	-0.5
CCCC(C)NC(=S)NC(=O)c1cc(S(=O)(=O)N2CCOCC2)ccc1C (stereo not drawn)	-0.6	8	27	/	-0.5	/	0.5	2	-0.4
COc1cccc(NC(=O)NCc2ccccc2F)c1	-1.1	0	2	1.2	2.4	/	-0.3	-1	i
COc1cccc(CNC(=O)CCNS(=O)(=O)c2ccc3c(c2)oc(=O)n3C)c1	-3.1	-3	-1	-0.1	-0.3	-2.4	-1.3	5	i
CCN(C(=O)Cc1c(C(=O)O)n(C)c2ccccc12)c1cc(OC)ccc1OC	0.4	8	4	0.1	0.0	-0.8	5.9	4	i
CC1(C)CC(=O)C(C=NCCN2CCNCC2)=C(O)C1	-3.3	3	0	1.1	-0.4	/	0.5	-2	-0.3
O=C(O)Cc1sc(N/N=C\c2ccccc2)nc1-c1ccccc1	-2.8	9	-21	/	1.4	/	0.9	0	-0.1
O=c1[nH]c(CN2CCCCC2)nc2c1C1(CCCCC1)Cc1ccccc1-2	-0.9	5	1	/	-1.7	4.3	0.4	2	-0.8
CCCCCN(C(=O)CCC(=O)OC(C)C(=O)Nc1ccccc1C)c1c(N)n(CCCC)c(=O)[nH]c1=O (stereo not drawn)	-6.2	8	10	-0.1	/	/	/	0	i
CCOc1ccccc1N1CCN(c2nc3ccccc3nc2C(C#N)C(=O)OC(C)C)CC1 (stereo not drawn)	-1.2	7	-2	0.5	-1.0	-0.4	0.7	7	-0.4
CCOC(=O)[C@H]1[C@H]2COc3ccc(Br)cc3[C@@H]2N2C(=O)CN(Cc3ccccc3)C(=O)[C@@]12C	-3.9	5	31	2.0	-0.5	-6.4	3.6	-2	i

Not a retest: 2 of the compounds above.
canonical_smiles	FadD28 binding	GDH-TPI counter	Yp Topo-I inh	TcdB inh	PfHsp40 yeast	Mtb BioA inh	Mtb UGM inh	FBA Mtb inh	Vc quorum ag
CCOc1ccccc1N1CCN(c2nc3ccccc3nc2C(C#N)C(=O)OC(C)C)CC1 (stereo not drawn)	-1.2	7	-2	0.5	-1.0	-0.4	0.7	7	-0.4
CCOC(=O)[C@H]1[C@H]2COc3ccc(Br)cc3[C@@H]2N2C(=O)CN(Cc3ccccc3)C(=O)[C@@]12C	-3.9	5	31	2.0	-0.5	-6.4	3.6	-2	i

(list continues)
canonical_smiles	FadD28 binding	GDH-TPI counter	Yp Topo-I inh	TcdB inh	PfHsp40 yeast	Mtb BioA inh	Mtb UGM inh	FBA Mtb inh	Vc quorum ag
CN(C)C(=O)c1cnc(Sc2ncc(C(F)(F)F)cc2Cl)n1C	1.4	-2	-2	/	-2.5	-1.3	-3.0	1	-0.7
O=C(NN1CCOCC1)c1sc2cccc(F)c2c1Cl	-3.4	-2	-10	-0.5	-0.2	-0.8	4.6	0	i
CC(=O)c1ccc(-c2ccc(C(=O)NCC(c3ccc(F)cc3)N3CCOCC3)o2)cc1 (stereo not drawn)	-4.8	21	1	1.1	1.8	15	1.0	55*	-1.4
COc1ccc2cc(-c3ccn[nH]3)ccc2c1	-1.6	-1	4	0.8	0.2	0.2	0.7	-1	-0.3
N#Cc1cccc(NC(=O)c2cc(C3CCCCN3C(=O)c3cccs3)on2)c1 (stereo not drawn)	-1.5	0	18	0.0	/	2.3	/	0	i
Cc1cc(C)nc(SCC(=O)Nn2cnnc2)n1	-1.0	0	5	/	1.4	-2.0	0.4	3	i
CCN(Cc1ccccc1)C(=O)Cn1c(=O)n(CC(=O)NCc2ccco2)c(=O)c2sccc21	-1.5	-11	-3	/	4.9	/	1.8	-1	-11
COC(=O)N(C)C[C@@H]1OCc2cnnn2CCCC(=O)N([C@@H](C)CO)C[C@@H]1C	0.5	0	-3	-7.3&-1.2	/	-5.0&-0.6	/	1	-0.1
CCOc1ccc(-n2c(=O)cc(N3CCN(c4ccc(F)cc4)CC3)[nH]c2=O)cc1	3.2	2	-2	/	-1.1	-0.7	0.3	2	i
CCN1C(=O)/C(=C/c2ccc(C)o2)N(C)C1=S	-0.2	6	2	-1.6	1.5	/	3.0	-2	i
COc1ccc(OCC(=O)N2CCN(C(=O)c3ccco3)CC2)cc1	-2.0	-2	-6	/	-0.5	-0.4	3.0	0	-0.4
COc1ccc(Cl)cc1NC(=O)CN1CCC(n2nnc3ccccc32)CC1	-3.4	2	29	/	0.8	0.6	1.7	0	i
N#Cc1c(NC(=O)C(=O)NCCCN2CCOCC2)sc2c1CCC2	0.1	11	-5	1.6	-0.7	/	0.7	7	-0.9
Cc1ccccc1-n1c(O)c(C=NC2CCS(=O)(=O)C2)c2ccccc2c1=O (stereo not drawn)	-0.9	13	2	1.3	0.5	/	4.0	2	-0.4
NC(c1ccccc1)c1csc(Nc2ccc(S(N)(=O)=O)cc2)n1 (stereo not drawn)	-1.9	-3	-6	0.8	/	4.8	/	-1	i
COc1ccc2cc(C=NS(=O)(=O)c3ccc(C)cc3)n(C)c2c1	-1.1	35*	7	/	-0.2	-0.1	1.6	1	-0.4

An excerpt from above, reduced to GDH-TPI counter, Vc quorum ag and FadD28 binding.
structure	GDH-TPI counter	Vc quorum ag	FadD28 binding
O=c1[nH]c(CN2CCCCC2)nc2c1C1(CCCCC1)Cc1ccccc1-2	5	-0.8	-0.9
CCCCCN(C(=O)CCC(=O)OC(C)C(=O)Nc1ccccc1C)c1c(N)n(CCCC)c(=O)[nH]c1=O (stereo not drawn)	8	i	-6.2
CCOc1ccccc1N1CCN(c2nc3ccccc3nc2C(C#N)C(=O)OC(C)C)CC1 (stereo not drawn)	7	-0.4	-1.2
CCOC(=O)[C@H]1[C@H]2COc3ccc(Br)cc3[C@@H]2N2C(=O)CN(Cc3ccccc3)C(=O)[C@@]12C	5	i	-3.9
CN(C)C(=O)c1cnc(Sc2ncc(C(F)(F)F)cc2Cl)n1C	-2	-0.7	1.4
O=C(NN1CCOCC1)c1sc2cccc(F)c2c1Cl	-2	i	-3.4

Going on with the list:
canonical_smiles	FadD28 binding	GDH-TPI counter	Yp Topo-I inh	TcdB inh	PfHsp40 yeast	Mtb BioA inh	Mtb UGM inh	FBA Mtb inh	Vc quorum ag
CCc1ccccc1NC(=O)Cn1nnc(C(=O)NCc2cccc(OC)c2)c1N	-2.1	6	4	2.9	0.2	-1.4	-1.5	0	i
O=C(Nc1ccc2oc(-c3ccncc3)nc2c1)c1ccc2c(c1)OCO2	-2.1	3	0	-0.7	1.7	/	1.6	3	i
COc1ccc(S(=O)(=O)N2CCCCCC2)cc1NC(=O)CCc1cc(OC)c(OC)c(OC)c1	-2.6	0	27	0.4	0.4	0.9	/	-1	i
C[C@@H]1CCCCCCCCCCC1=O	0.8	-1	-4	0.7	-0.6	-1.4	-0.7	2	-0.9
CC(C)c1ccc(C(=O)COC(=O)C(O)c2ccccc2)cc1 (stereo not drawn)	-2.4	5	6	0.3	1.1	1.4	1.4	-2	-8.3
COc1ccccc1-n1cnc2cc(NC(C)=O)ccc21	0.6	3	6	/	1.1	1.6	0.0	3	/
COc1ccc(CCNc2nc(-c3ccncc3)cs2)cc1OC	-3.9	6	11	2.6	1.6	/	-1.8	-1	i
CCOC(=O)N1CCN(c2nc(-c3ccc(Cl)cc3)cs2)CC1	-2.5	2	9	/	2.1	/	-1.5	1	i
Cc1ccc(NC(=O)CCN2CCC(C(N)=O)CC2)cc1	-0.6	3	-2	0.5	1.1	-1.2	0.5	1	-0.3
COc1ccc(OCC(=O)Nc2ccc3oc(=O)ccc3c2)cc1	-1.6	16	2	-0.3	0.6	6.7	-0.1	5	i
CN(Cc1ccccc1Cl)C(=O)C1CCC(=O)N(C2CCCCCC2)C1 (stereo not drawn)	-1.1	-3	34	1.0	-0.9	11	/	0	-0.4
O=C(NCc1ccco1)c1cc2sccc2n1Cc1ccccc1	-2.3	12	-1	/	-0.5	-0.7	0.6	3	i
CCOC(=O)C1(C)Oc2cccnc2NC1=O (stereo not drawn)	-0.5	-2	8	0.1	1.4	/	-1.6	0	i
CC(=O)NCCc1c[nH]c2ccc(OCC(O)CNC(C)(C)C)cc12 (stereo not drawn)	-1.6	9	-3	1.6	0.7	/	-0.4	2	-0.8
COc1ccc(/C=C/C(=O)NC(=S)N2CCN(c3ccccn3)CC2)cc1	-0.5	21	15	2.1	/	8.5	-0.1	0	-0.9
Cc1cccc(-n2c(SCC(=O)N3CC(=O)Nc4ccccc43)nc3ccccc3c2=O)c1	-13	2	-7	2.0	-0.4	5.6	-0.7	-2	i
S=C(Nc1cc(Cl)cc(Cl)c1)N1CCCC1	-0.7	8	8	1.1	0.6	-0.7	-0.7	1	i
Cc1cc(C)cc(N(C(C)C(=O)NCc2ccc3c(c2)OCO3)S(C)(=O)=O)c1 (stereo not drawn)	-2.5	-5	2	1.4	-1.0	0.2	0.3	-3	0.9
CC(NC(=O)CSc1n[nH]c(=O)[nH]c1=O)C1CC2CCC1C2 (stereo not drawn)	-1.1	-5	-4	0.6	-0.7	/	-1.0	0	-0.2
CCN(Cc1nc2cc(OC)c(OC)cc2c(=O)[nH]1)C(=O)c1ccc(S(=O)(=O)N(C)C)cc1	-2.4	1	-4	/	-2.4	-0.4	-0.3	1	-3.1
CCOc1cc(/C=C2/NC(=S)NC2=O)ccc1OCc1ccc([N+](=O)[O-])cc1	-4.1	2	-6	/	0.6	1.4	1.9	0	i
Cc1ccc(NC(=O)c2c(F)cccc2Cl)cc1S(=O)(=O)N1CCOCC1	-5.8	7	-14	1.4	-0.9	1.3	-0.8	1	-0.3
CC1OC1c1ccc(-c2ccc(C3OC3C)cc2)cc1 (stereo not drawn)	1.1	-5	3	-0.8	0.3	-0.3	/	0	i
COC(=O)c1ccc(NC(=O)CSc2nc3ccccc3c(=O)[nH]2)cc1	-4.6	-5	33	/	-0.9	-2.7	-1.7	1	-0.2
